Compound activity from PubChem.
HIF-2a block = HIF-2a inhibition | 786-0 RCC cells HIF-2a reporter, luciferase luminescence, overnight | actives 0.72% (n = 360,000) | inhibition, % at 18.8 µM;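 active means inhibition of the luminescence signal of 40% or more relative to plate controls, in a single-dose primary screen at 18.75 µM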
Peg3 promoter = Peg3 promoter activity inhibition. HeLa PEG-Prom luciferase reporter, luminescence, overnight. inhibition, % at 20 µM. actives 1.7% (n = 360,000);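 active means inhibition of at least 50% at 20 µM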
NR2E3 ag-1 = human photoreceptor-specific nuclear receptor agonism; Q9Y5X4; CHO-S Gal4-NCOR/VP16-NR2E3 two-hybrid, luciferase; inhibition of corepressor binding, % at 3.98 µM; actives 0.35% (n = 360,000); AID 602229;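 active means inhibition above the mean of all tested compounds plus 3 SD, cut at about 70% in these data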;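 further: 0% = DMSO with NR2E3 transfected cells and 100% = cells lacking NR2E3 construct; higher means lower luciferase signal from less NR2E3 corepressor binding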
Target sequence (Q9Y5X4 whole entry, looked up, the tested form may be a part): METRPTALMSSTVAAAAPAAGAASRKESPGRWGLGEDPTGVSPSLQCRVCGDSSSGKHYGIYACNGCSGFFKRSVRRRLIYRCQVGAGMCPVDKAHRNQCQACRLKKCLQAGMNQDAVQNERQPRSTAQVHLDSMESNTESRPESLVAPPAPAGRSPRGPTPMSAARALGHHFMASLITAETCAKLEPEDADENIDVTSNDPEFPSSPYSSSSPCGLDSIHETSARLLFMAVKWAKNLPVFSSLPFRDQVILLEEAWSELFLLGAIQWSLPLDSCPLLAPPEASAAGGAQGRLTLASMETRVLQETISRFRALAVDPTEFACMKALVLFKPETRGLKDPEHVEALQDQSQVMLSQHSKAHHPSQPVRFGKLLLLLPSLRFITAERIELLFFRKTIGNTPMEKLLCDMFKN
PDI inh = PDI (human) enzyme inhibition | P07237 | PDI insulin aggregation turbidity, A650, 90 min | inhibition, % at 10 µM | actives 0.052% (n = 350,000);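 active means mean inhibition across replicates of 30% or more, whatever share of single replicates reach that level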;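 further: absorbance from insulin aggregation driven by PDI reduction with DTT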
Target sequence (P07237 whole entry, looked up): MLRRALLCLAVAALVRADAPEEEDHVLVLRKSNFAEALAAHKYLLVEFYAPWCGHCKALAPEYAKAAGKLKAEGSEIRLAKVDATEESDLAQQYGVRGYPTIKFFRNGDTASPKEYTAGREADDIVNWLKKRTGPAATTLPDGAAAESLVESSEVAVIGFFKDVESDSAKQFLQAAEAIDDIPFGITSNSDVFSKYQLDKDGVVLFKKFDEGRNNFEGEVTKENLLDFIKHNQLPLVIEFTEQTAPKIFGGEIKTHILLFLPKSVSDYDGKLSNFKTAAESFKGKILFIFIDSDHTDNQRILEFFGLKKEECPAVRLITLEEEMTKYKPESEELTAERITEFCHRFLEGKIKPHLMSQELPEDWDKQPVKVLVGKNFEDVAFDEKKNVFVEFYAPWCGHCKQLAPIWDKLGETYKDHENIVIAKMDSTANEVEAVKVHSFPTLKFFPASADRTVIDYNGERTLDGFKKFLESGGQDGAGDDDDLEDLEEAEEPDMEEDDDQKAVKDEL
KKLEB tox = reduces viability of KKLEB cystic fibrosis airway cells; activity change (cytotoxicity), % at 5 µM; actives 0.36% (n = 360,000); KKLEB CF airway cells viability, ATPlite luminescence, overnight; hits give low values; cells stimulated with P. aeruginosa culture filtrate; AID 602141;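 active means corrected activity change at or below -50% at 5 µM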
CaV13 ICDI inh = Disruptors of the CACNA1D IQ motif to Ca2+-dependent inactivation inhibitor domain association, primary screening, Förster resonance energy transfer in intact living …; HEK cells, CFP/YFP FRET ICDI-IQ, plate reader, 10 min; percent FRET-ratio fall versus neutral wells; inhibition, % at 12.3 µM; actives 0.098% (n = 340,000);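 active means mean replicate inhibition of at least 30% and at least 1% of replicates passing that level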;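 further: 0% = median of the neutral control wells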
Shn3 inh set2 = inhibitors of Schnurri-3 3'UTR reporter in osteoblasts. Clone20 osteoblast Shn3 3'UTR firefly luciferase, 24 h. inhibition, % at 12.5 µM. actives 0.52% (n = 360,000). AID 588674;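 active means mean inhibition of at least 75% with every replicate also reaching 75%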;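 further: 0% = median of neutral control wells and 100% = pilot-screen positive control compound; some compounds past the cut are filed as inactive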
CF NFkB inh = blocks PAF-induced NF-kB reporter in cystic fibrosis cells | KKLEB NF-kB-GFP reporter, GFP fluorescence overnight | inhibition, % at 5 µM | actives 0.86% (n = 360,000);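 active means at least 50% inhibition at 5 µM, scaled per plate between neutral and stimulator controls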;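 further: PAF is a Pseudomonas aeruginosa culture filtrate used as stimulus; plate controls were PAF-stimulated DMSO wells for no effect and unstimulated DMSO wells for full effect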
TRPM1 prom inh = MITF TRPM1 promoter inhibition in SK-MEL-5 cells | inhibition, % at 12.5 µM | AID 488899 | SK-MEL-5 TRPM1 promoter luciferase, 24 h | actives 0.83% (n = 330,000);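 active means mean inhibition across replicates of 60% or more, whatever share of single replicates reaches that level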; further: values of inactives mirror those of a sister screen read the other way
Vif inh = HIV Vif inhibition | inhibition, % at 7.49 µM | AID 602346 | HEK293T cells, Vif self-association by quenched fluorescence, imaging, 24 h | actives 0.35% (n = 340,000); in the data active means inhibition above about 50%, passing the limit was not always enough; further: some results filed as inactive read as strong as hits
NR2E3 ag-2 = agonists of human nuclear receptor NR2E3; GST-NR2E3/biotin-RetCOR TR-FRET, 1536-well; inhibition of corepressor binding, % at 4.78 µM; Q9Y5X4; actives 0.12% (n = 320,000); AID 2300;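 active means percent inhibition above the cutoff of mean plus 3 SD of all tested compounds, set per screening campaign, cut at about 20% in these data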;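 further: 0% = DMSO wells and 100% = biotin wells as full block of FRET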
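Material: NR2E3–RetCOR corepressor complex / Amount: 1.35 nM GST-NR2E3 / Medium: Tris pH 7.5 / Compound: single nominal compound dose of 4.8 µM / Incubation: 5 h at 4 °C / Technique: TR-FRET, Eu(K)-anti-GST donor, streptavidin-D2 acceptor, ex 340, em 617/671 nm / Read-out basis: percent loss of FRET ratio relative to control wells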
Numbers without * were called inactive; nt = no result given.

SMILES	HIF-2a block	Peg3 promoter	NR2E3 ag-1	PDI inh	KKLEB tox	CaV13 ICDI inh	Shn3 inh set2	CF NFkB inh	TRPM1 prom inh	Vif inh	NR2E3 ag-2
c1ccc2c(c1)CCN(c1ncnc3c1[nH]c1ccccc13)C2	0	30	89*	3	0	-4	89*	-20	55	-13	2
CC1(C)OC2CCN3C(C(O)COS3(=O)=O)C2O1 (stereo not drawn)	9	3	8	-1	0	-4	21	2	3	-3	3
O=C(NC1CCCC1)c1ccc(CS(=O)(=O)c2ccc(Br)cc2)o1	6	14	8	nt	19	-2	18	-4	nt	1	3
CCn1cc(/C=N/NS(=O)(=O)c2ccc(OC)cc2)c(C)n1	-2	-4	5	-6	0	-1	6	-4	-4	nt	-2
CC(C)Cn1c(SC(C)C(=O)Nc2ccc3c(c2)OCCO3)nc2ccccc2c1=O (stereo not drawn)	1	20	-31	0	17	-4	10	3	10	3	nt
Cc1ccc(-c2cc(C(F)F)n3ncc(C(=O)N4CCN(c5cccc(C)c5C)CC4)c3n2)cc1	-2	24	-5	-5	-1	-1	-23	11	0	5	-3
CC(C)Cn1c(N)c(C(=O)COC(=O)COc2cccc(C(F)(F)F)c2)c(=O)n(C)c1=O	16	2	-14	-6	5	-3	9	-5	-1	nt	4
CCOc1cccc(CNCCO)c1OCc1ccc(Cl)cc1	14	7	-6	0	4	-3	3	4	-13	3	-5
COCCCNC(=O)c1cccc2c(=O)c(C)c(-c3ccccc3)oc12	21	21	-6	12	6	-6	-3	19	7	1	2
CCC1CCCCN1CCCNC(=O)c1c(O)nc2ccccn2c1=O (stereo not drawn)	1	-16	3	-5	-5	-3	-6	15	-1	-9	-3
CC1CCc2nc3ccc(S(=O)(=O)N4CCC(C(=O)N5CCCCC5)CC4)cc3c(C(=O)O)c2C1 (stereo not drawn)	12	11	-14	-2	12	-7	-1	-23	-5	nt	5
COc1ccc(CN(C(=O)c2ccco2)C2CCS(=O)(=O)C2)cc1 (stereo not drawn)	0	10	11	-3	10	nt	9	-19	2	-10	-2
Cc1c(NC(=S)NC(=O)c2ccccc2Br)c(=O)n(-c2ccccc2)n1C	-14	6	-90	0	-3	-5	-3	-10	4	9	-2
CCOCCNC(=O)c1ccccc1C(=O)NCCOCC	10	0	15	-7	5	-6	4	4	4	1	-3
O=c1[nH]c2cc([N+](=O)[O-])ccc2c2ccc([N+](=O)[O-])cc12	-29	-16	-2	0	-8	-6	-2	-231	2	-9	nt
CC1CN(CCN2CC(C)N(C=O)CC2C)C(C)CN1C=O (stereo not drawn)	13	5	26	0	6	-7	-16	12	-6	7	nt
COc1ccc(C(C)=O)cc1COC(=O)c1ccc2c(c1)OCCO2	-3	1	1	-5	-15	-15	15	-16	3	1	0
CC(C)c1onc(C(=O)Nc2sc3c(c2C#N)CCC3)c1[N+](=O)[O-]	11	13	-9	-3	15	-3	17	-18	-3	6	1
CCCc1c(C)c2cccc(C)c2[nH]c1=O	-35	-24	1	-5	-5	nt	5	-8	-9	nt	-2
CCN1CCN(C(=O)CSc2ccc(C)cc2)CC1	-130	-68	-21	0	2	-21	-38	14	-21	2	-1
Cc1cccc(NC(=O)c2cnc3ccccn3c2=O)c1	-50	-10	-112	nt	-6	-6	12	-39	14	-2	nt
CNc1nc(CCN2C(=O)c3ccccc3C2=O)cs1	-1	0	-3	-4	8	-6	-32	-2	-2	4	1
Cc1ccc(C2Nc3ccccc3-c3nc4ccccc4n32)o1 (stereo not drawn)	-298	-216	-60	-5	-4	nt	17	10	-39	-4	-1
Nc1cc2c([N+](=O)[O-])cccc2o1	-12	-12	-21	-5	11	nt	3	-6	23	8	-10
CCOC(=O)C1CCN(C(=O)CSc2ccccc2Cl)CC1	16	-7	-17	-3	5	0	-2	-4	-5	-3	0
O=C(COc1ccc2ccc(=O)oc2c1)NC(Cc1ccc(Cl)cc1)C(=O)O (stereo not drawn)	9	-1	-12	nt	-6	nt	-5	1	-7	-6	3
c1ccc(CCn2c(C3CC3)nc3ccccc32)cc1	1	10	4	4	-12	-5	21	3	-12	-10	2
Cc1cccc(S(=O)(=O)c2c(C)cc(C)[nH]c2=O)c1	15	4	-11	-6	-9	-3	-14	1	17	-4	-2
FC(F)Sc1ccc(NC(=S)NC(c2ccccc2)c2ccccc2)cc1	-11	53*	-15	14	-45	-4	57	51*	32	-5	5
Cc1cccc(C)c1NC(=O)CNC(=O)CCCN1C(=O)c2cccc3cccc(c23)C1=O	5	1	-8	20	-12	-3	-12	-2	-10	nt	1
CSCCC(=O)Nc1nc(-c2ccccn2)cs1	-13	-11	-18	-3	6	-6	-10	14	14	0	nt
NC(=O)c1ccc(SCC(=O)OCC(=O)N2CCCC2=O)c([N+](=O)[O-])c1	14	0	15	-1	-7	-9	-2	19	5	-5	1
COc1ccc(CNS(=O)(=O)NCc2ccc(OC)c(OC)c2)cc1	13	7	10	3	9	-2	37	-2	12	-12	-3
COc1ccc(Cn2c(-c3ccc(OC)c(O)c3)nc3ccccc32)cc1O	-58	2	-20	9	2	7	10	10	-7	-9	-2
COCCCNC(=O)CSc1nc2cc(S(=O)(=O)N3CCCCC3)ccc2o1	3	8	3	-13	1	-6	3	12	-3	15	5
Cc1c2ccccc2nc2c(F)c(NCCO)c(F)c(F)c12	-35	-108	-4	-6	-7	-10	-2	-2	-25	5	1
Cc1cc(NC(=O)CSc2n[nH]c(N)n2)no1	8	12	3	-2	-4	-3	-6	-3	-6	-3	0
Cc1n[nH]c(=O)nc1NC1CCCCC1	4	-4	3	-3	-1	-4	4	18	6	-8	3
Cc1ccccc1Nc1nc(N)nc(COC(=O)c2ccco2)n1	-131	-233	-62	4	-16	-5	-8	-4	-52	0	nt
COc1cccc(CNC(=O)CCNC(=O)C2CCN(S(=O)(=O)c3ccccc3)CC2)c1	11	18	-35	-6	6	-2	-4	-13	8	-19	1
CN(C)S(=O)(=O)c1ccc(S(=O)(=O)Nc2ccc3c(c2)oc2ccccc23)cc1	-18	30	-21	15	0	-5	-3	0	6	-6	-3
Cc1ccc(C(=O)NC(=S)N(C)Cc2ccccc2)cc1	-122	-61	14	5	4	-21	-13	-6	-9	1	0
O=C(Cc1ccccc1)NNC(=O)c1cnccn1	20	5	-6	11	6	-5	-47	-12	-16	nt	2
Cc1csc(NC(=O)CSc2[nH]c(=O)ncc2C)n1	-1	-12	-15	-2	2	-5	-30	23	1	-8	4
OCCCNC(=S)Nc1ccc(Br)cc1Cl	-33	-35	-34	-6	-3	-2	15	-12	-9	0	2

Ordered by length of the SMILES (smallest number first): part of the list above.
SMILES	HIF-2a block	Peg3 promoter	NR2E3 ag-1	PDI inh	KKLEB tox	CaV13 ICDI inh	Shn3 inh set2	CF NFkB inh	TRPM1 prom inh	Vif inh	NR2E3 ag-2
Cc1csc(NC(=O)CSc2[nH]c(=O)ncc2C)n1	-1	-12	-15	-2	2	-5	-30	23	1	-8	4
COc1ccc(C(C)=O)cc1COC(=O)c1ccc2c(c1)OCCO2	-3	1	1	-5	-15	-15	15	-16	3	1	0
O=C(NC1CCCC1)c1ccc(CS(=O)(=O)c2ccc(Br)cc2)o1	6	14	8	nt	19	-2	18	-4	nt	1	3

Whole records, quoted from the list. Values in the order: HIF-2a block	Peg3 promoter	NR2E3 ag-1	PDI inh	KKLEB tox	CaV13 ICDI inh	Shn3 inh set2	CF NFkB inh	TRPM1 prom inh	Vif inh	NR2E3 ag-2
CCN1CCN(C(=O)CSc2ccc(C)cc2)CC1 is entered as -130	-68	-21	0	2	-21	-38	14	-21	2	-1
Cc1ccc(C(=O)NC(=S)N(C)Cc2ccccc2)cc1 is entered as -122	-61	14	5	4	-21	-13	-6	-9	1	0
CSCCC(=O)Nc1nc(-c2ccccn2)cs1 is entered as -13	-11	-18	-3	6	-6	-10	14	14	0	nt
Cc1cc(NC(=O)CSc2n[nH]c(N)n2)no1 is entered as 8	12	3	-2	-4	-3	-6	-3	-6	-3	0
Cc1csc(NC(=O)CSc2[nH]c(=O)ncc2C)n1 is entered as -1	-12	-15	-2	2	-5	-30	23	1	-8	4

The listing continues:
SMILES	HIF-2a block	Peg3 promoter	NR2E3 ag-1	PDI inh	KKLEB tox	CaV13 ICDI inh	Shn3 inh set2	CF NFkB inh	TRPM1 prom inh	Vif inh	NR2E3 ag-2
CC(=O)Nc1ccc(NC(=O)C2CC(=O)N(c3cccc(C)c3C)C2)cc1 (stereo not drawn)	8	3	-7	-13	6	nt	-12	4	3	nt	0
CC(C)=CCN1CCN(Cc2cc3ccccc3[nH]2)CC1CCO (stereo not drawn)	15	10	-15	17	10	-3	-2	-11	8	4	-5
O=C(CN1CCN(c2ccccn2)CC1)Nc1ccc(F)cc1F	-59	-37	-38	-2	8	-4	-12	-6	-26	nt	0
COc1cccc(S(=O)(=O)Nc2ccc(C(=O)NCc3ccco3)cc2)c1	7	9	-3	12	16	-4	3	2	0	38	0
NC1=NC(c2ccccc2C(F)(F)F)N(c2ccc(F)c(Cl)c2)C(N)=N1 (stereo not drawn)	17	12	-16	2	5	-17	10	-4	-7	0	6
O=C1c2cccnc2C(=O)N1Cc1ccc(S(=O)(=O)NCc2ccco2)cc1	-2	-3	-20	5	20	-14	-8	-9	5	-1	1
CCc1c(C)nc2ncnn2c1NCCc1ccccc1	-24	-18	32	7	11	-5	60	21	15	-6	1
O=C(N/N=C1\CCCc2ccccc21)c1cccc(Br)c1	-209	-217	-14	5	-4	-6	-33	4	-55	-3	3
